NPYLR7 ag = mosquito NPYLR7 agonism; hit rate 0.15% among 270,000; HEK293T NPYLR7/Galpha15, GCaMP6s calcium fluorescence; AID 1259423; activation, % at 10 µM; in the data active = activation above about 40%;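 also: 0% = vehicle and 100% = reference agonist at the receptor; some compounds past the cut are filed as inactive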
hcGAS inh = blocks human cGAS activity | Q8N884 | recombinant h-cGAS, ATP depletion, Kinase-Glo luminescence | inhibition, % at 12.5 µM | hit rate 0.081% among 290,000 | AID 1259398;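 also: 0% = vehicle reaction and 100% = reaction without DNA for no activity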
Target sequence (Q8N884 whole entry, looked up): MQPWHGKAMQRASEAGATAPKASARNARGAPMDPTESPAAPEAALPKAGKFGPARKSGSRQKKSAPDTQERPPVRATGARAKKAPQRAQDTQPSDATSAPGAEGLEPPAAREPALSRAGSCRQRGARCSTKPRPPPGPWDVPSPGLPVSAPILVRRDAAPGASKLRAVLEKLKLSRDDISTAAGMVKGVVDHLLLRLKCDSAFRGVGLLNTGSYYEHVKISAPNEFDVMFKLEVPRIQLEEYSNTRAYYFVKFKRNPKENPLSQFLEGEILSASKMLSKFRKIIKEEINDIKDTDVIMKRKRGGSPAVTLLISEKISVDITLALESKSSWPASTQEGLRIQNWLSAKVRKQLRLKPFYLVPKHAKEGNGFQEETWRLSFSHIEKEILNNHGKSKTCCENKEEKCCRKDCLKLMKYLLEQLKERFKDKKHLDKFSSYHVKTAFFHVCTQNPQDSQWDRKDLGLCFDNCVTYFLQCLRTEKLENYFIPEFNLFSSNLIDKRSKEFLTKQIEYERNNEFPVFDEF
mcGAS lum = blocks mouse cGAS activity. Q8C6L5. recombinant cGAS, Kinase-Glo ATP depletion luminescence. inhibition, % at 12.5 µM. hit rate 0.15% among 160,000;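 also: 0% = negative control wells and 100% = reference inhibitor with no enzyme activity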
Numbers without * were called inactive; nt = no result given; & = joins results of further samples. Rule as the data show it, unless noted: active = inhibition above about 40%; inactive = the rest.

Fields: hcGAS inh	NPYLR7 ag	mcGAS lum
1	O=c1c2ccccc2c(=O)c2c1c(Nc1ccccc1)cc1oc3ccccc3[nH]c12
    -4	0	nt
2	COc1ccc(C(=O)N(CC(=O)N(Cc2ccc3c(c2)OCO3)Cc2cccs2)CC2CCCO2)c(OC)c1 (stereo not drawn)
    -12	21	-5
3	O=C(COc1ccccc1)NNC(=O)COc1cccc(F)c1
    -9	14	nt
4	COCCOc1ccc(NS(=O)(=O)c2ccccc2OC)c(C)c1
    18	-7	nt
5	CC(C(=O)Nc1ccc(F)cc1F)N1CCN(S(=O)(=O)c2ccc3c(c2)CCC3)CC1 (stereo not drawn)
    -5	15	nt
6	CN(NC(=O)c1ccc(-n2nc(-c3ccc(Cl)cc3)cc2N)cc1)c1ccccc1
    -4	-3	-2
7	Cc1ccc(N(CCCCN2C(=O)c3ccccc3C2=O)C(=O)C(C)C)cc1
    -2	-3	-6
8	C=CCn1c(SCC(=O)NCC2CCCO2)nnc1-c1cccc(C)c1 (stereo not drawn)
    -5&-7	-8&-3	-8
9	CNC(=O)c1cc(Nc2nnc(-c3ccc(C)cc3)c3ccccc23)ccc1OC
    -4	-20	nt
10	CC(=NN=C(N)N)c1ccc(C)c(C)c1
    -1	-3	-4
11	CCCc1cc(=O)[nH]c2nnc(SCC(=O)NC(C)(C)C)n12
    -5	-6	-8
12	c1cc(CN(Cc2ccsc2)CC2CCCO2)n(-c2nccs2)c1 (stereo not drawn)
    -6	-6	-12
13	COCC(=O)Nc1cc(C(=O)N2CCC(c3ccncc3)CC2)c2c(c1)nc(C1CCC1)n2C
    -2	2	-9
14	Cc1ncc2c(c1CNC(=O)c1ccsc1)CCN(C(=O)/C=C/c1ccc(Cl)cc1)C2
    -6	-3	-6
15	CNC(=O)CNc1ncnc2cc(-c3ccc(OC)cc3)sc12
    -4	5	nt
16	CS(=O)(=O)Oc1ccc(CN(Cc2ccco2)C(=O)Nc2ccccc2F)cc1
    -9	10	-4
17	c1ccc(-c2cn3ccsc3n2)cc1
    1	-7	nt
18	CN(C)Cc1nnc(C(=O)N2C[C@H](O)[C@@H](N3CCCCC3)C2)o1
    1	0	nt
19	CN(C(=O)CN1C(=O)NC2(CCCCCC2)C1=O)C1CCS(=O)(=O)C1 (stereo not drawn)
    -6	-2	-9
20	Cc1ccsc1C=C(C#N)C(N)=S
    -4	14	-5
21	Cc1ccc(C(=O)N2CCN(S(=O)(=O)c3cccc(Cl)c3)CC2)o1
    5	-12	3
22	O=c1oc2ccc3ccccc3c2cc1-c1nnc(Nc2cccc(C(F)(F)F)c2)s1
    -3	-4	nt
23	CC(C)Cc1nc(N2CCCN(C(=O)c3ccc(Cl)cc3Cl)CC2)c2cnn(-c3ccccc3)c2n1
    -9	nt	-9
24	Cn1cc(NC(=O)NCCn2ccc3ccccc32)c2ccccc21
    -9	2	-11
25	CCN(CC)c1ccc(C=C2C(=O)NC(=O)NC2=O)c(O)c1
    -4	-16	-5
26	C/C(=N/N=C1\NC(=O)C(CC(=O)Nc2ccc(Cl)cc2Cl)S1)c1ccc(F)cc1 (stereo not drawn)
    -7	4	nt
27	CC(C)CNC(=O)C1CCc2nc(N3CCN(C(=O)C(C)C)CC3)sc2C1 (stereo not drawn)
    2	nt	0
28	Cc1ccc(C(=O)NC(C)C23CC4CC(CC(C4)C2)C3)s1 (stereo not drawn)
    -7	20	-7
29	Cc1cccc(Cn2c(=O)c3c(nc4n3CC(C(C)(C)C)=NN4)n(C)c2=O)c1
    -4	-11	nt
30	COc1ccc2c(c1)CCc1c(-c3ccc(C(=O)N4CCC5CCCCC5C4)cc3)n[nH]c1-2 (stereo not drawn)
    -2	nt	-1
31	Cn1cc(C(CC(=O)N2CCc3ccccc3C2)c2cccc(C(F)(F)F)c2)c2ccccc21 (stereo not drawn)
    -6	-2	-4
32	CC(C)(C)CC(=O)N(Cc1cccc(C(F)(F)F)c1)CC1CC(c2ccccc2Cl)=NO1 (stereo not drawn)
    -4	10	-6
33	Cc1cccc(CC(=O)N2CCc3c2ccc(-c2cn(C)c4ncnc(N)c24)c3F)n1
    -8	0	-10
34	Cc1ccc(C(c2c(N)n(CC(C)C)c(=O)[nH]c2=O)N2CCOCC2)s1 (stereo not drawn)
    -6&-8	0&1	nt
35	CCCCNc1nnc(SCc2cc(=O)n3cc(Br)ccc3n2)s1
    -3	13	nt
36	Cc1oc(-c2ccccc2Cl)cc1C(=O)N1CCC(C(O)c2ccccn2)CC1 (stereo not drawn)
    -6	5	-11
37	CC1CN(C(=O)c2ccc(NC(=O)c3ccco3)cc2)CCO1 (stereo not drawn)
    -7	-4	nt
38	N#CCC(=O)NCCN1CCOCC1
    -7	1	-8
39	COc1ccc(S(=O)(=O)Nc2ccccn2)cc1OC
    -8	0	nt
40	CS(=O)(=O)Nc1nc2n(n1)C(c1ccc(F)cc1)CC(c1ccc(Cl)cc1)=N2 (stereo not drawn)
    2	35	nt
41	COc1ccc(Cn2cnc3c4cc(F)ccc4n(CC(=O)Nc4cccc(OC)c4)c3c2=O)cc1
    -3	nt	-6
42	Cc1ccc(C2(O)CCN(CC(=O)N3CCOc4ccccc43)CC2)nc1
    -6	-3	-16
43	CCCCNC(=S)NN=Cc1ccc(C)s1
    -7	-7	nt
44	CCOC(=O)c1ccc(-n2c(O)c(C=NCCCN3CCOCC3)c3ccccc3c2=O)cc1
    -9	6	-5
45	COc1ccc(C(=O)NC2CCN(c3ccccc3C(=O)N3CCN(C4CCCCCC4)CC3)CC2)cc1
    -3	21	-4
46	COCCN(Cc1cnn(C)c1)C(=O)Cc1ccc(Cl)cc1
    -2	5	-15
47	CCc1cc(N2CCOCC2)nc(SCc2cccc(C(=O)NCc3cccnc3)c2)n1
    -2	8	-2
48	CC(=O)N1CCc2cc(-c3nc(COc4ccccc4)sc3C)ccc21
    -11	-1	nt
49	Cc1ccc(-n2c(SCCCCC(=O)N3CCN(C(=O)c4ccc(Cl)c(Cl)c4)C(C)C3)nnc2-c2ccccc2)cc1 (stereo not drawn)
    -9	12	-4
50	CCN(CC)CCOc1ccc(CNS(=O)(=O)c2ccccc2)cc1
    4	9	nt
51	CCC1SC(c2ccccc2C)N(CCN2CCN(C(=O)Nc3ccc(C(F)(F)F)cc3)CC2)C1=O (stereo not drawn)
    -4	-2	-4
52	CCCC(=O)N1CCC1(C)C(=O)Nc1cc(Cl)ccc1F (stereo not drawn)
    -15	-1	-7
53	COc1ccc(CN(C)C(=O)c2ccc(SC)nc2)c(OC)c1
    3	2	nt
54	O=C(Cc1csc(-c2ccc(C(F)(F)F)cc2)n1)OC1CCOC1=O (stereo not drawn)
    -5	6	nt
55	Cc1nn(CC(=O)Nc2ccc3ccn(C)c3c2)c(=O)c2ccccc12
    2	7	-4
56	N#CC(=Cc1ccc(C#N)cc1)c1nc(-c2ccccc2)cs1
    0	5	nt
57	Nc1nc(SCC(=O)Nc2ccccc2F)[nH]c(=O)c1NC(=O)c1ccc(Cl)cc1
    1	-1	-2
58	CCC(CC)n1ncc(C)c1NC(=O)c1nc2nc(C)cc(C)n2n1
    -6	0	nt
59	COc1cc(C)ccc1-c1nccn1C(C)CO (stereo not drawn)
    -6	-2	-8
60	CN(CC(=O)Nc1ccc(F)cc1F)Cc1cccs1
    4	-18	nt

Pulled by structure from above:
Fields: hcGAS inh	NPYLR7 ag	mcGAS lum
44	CCOC(=O)c1ccc(-n2c(O)c(C=NCCCN3CCOCC3)c3ccccc3c2=O)cc1
    -9	6	-5
38	N#CCC(=O)NCCN1CCOCC1
    -7	1	-8
54	O=C(Cc1csc(-c2ccc(C(F)(F)F)cc2)n1)OC1CCOC1=O (stereo not drawn)
    -5	6	nt
37	CC1CN(C(=O)c2ccc(NC(=O)c3ccco3)cc2)CCO1 (stereo not drawn)
    -7	-4	nt
49	Cc1ccc(-n2c(SCCCCC(=O)N3CCN(C(=O)c4ccc(Cl)c(Cl)c4)C(C)C3)nnc2-c2ccccc2)cc1 (stereo not drawn)
    -9	12	-4
47	CCc1cc(N2CCOCC2)nc(SCc2cccc(C(=O)NCc3cccnc3)c2)n1
    -2	8	-2

(list continues)
Fields: hcGAS inh	NPYLR7 ag	mcGAS lum
61	Cc1ccc(-c2nc3cc(C)ccn3c2NC(=O)Cc2ccc(F)cc2)cc1
    -9	-1	-9
62	COC(=O)Cn1c(CN2CCc3ccccc3C2)nc2c1c(=O)n(C)c(=O)n2C
    -5	1	-8
63	CCS(=O)(=O)CCn1ccc(NC(=O)C2=C(Cl)CCCC2)n1
    -13	-1	nt
64	CCOC(=O)c1c(NC(=O)c2cc(OC)c(OC)c(OC)c2)sc2c1CCC2
    -3	13	-7
65	CC(C)(CCl)C(=O)Nc1cccc(C2SCC(=O)N2c2ccc3c(c2)OCO3)c1 (stereo not drawn)
    3	nt	0
66	CC(=O)Nc1ccc(CNc2nc(NCCN(C)C)nc3cc(-c4ccccc4)sc23)cc1
    -7	6	nt
67	O=C(c1cccc(F)c1)N1CCC(Cc2ccc(-c3ccccc3)cc2)CC1
    -4	2	-7
68	COCC1(C(=O)NCc2nc(-c3ccccc3)n[nH]2)CCC1
    -1	21	nt
69	O=C(O)CN1C(=O)CNC1=O
    -7	4	nt
70	CCN(CC)C(=O)[C@@H]1C[C@@H](N)CN1C1CCN(c2ccc3c(c2)CCC3)CC1
    -3&-7	8&11	-11
71	CCCn1nc(C(=O)N2CCCCC2)cc1-c1ccc(OC)cc1OC
    -3	nt	-5
72	Cc1cc(Nc2ccc3c(n2)C(=O)N([C@H](C)C(=O)NC2CC2)C3)n(C)n1
    -11	3	nt
73	CCOC(=O)c1c(C)[nH]c(C(=O)OCC(=O)N(C)C)c1C
    -2	0	nt
74	CCC(C)NC(=O)CN1C(=O)NC(CC)(c2ccccc2)C1=O (stereo not drawn)
    -4	2	nt
75	CCCOc1ccccc1NC(=O)c1ccc(NS(=O)(=O)c2ccc3[nH]cc(C(=O)O)c(=O)c3c2)cc1
    -2	-7	-1
76	Cc1nc(C(C)C)ncc1C(=O)N(C)Cc1snnc1C
    -6	1	nt
77	CCN(C)C(=O)C1CN(C(=O)c2ccccc2C)CC1c1cccc(C(F)(F)F)c1 (stereo not drawn)
    -6	12	nt
78	O=C(CCl)N1CCN(c2nc(Cc3ccccc3)nc3c2cnn3-c2cccc(Cl)c2)CC1
    -5	40	-1
79	Cc1ncc(CSSCc2cnc(C)c(O)c2CO)c(CO)c1O
    1	-2	nt
80	C=CCN(Cc1nc2scc(-c3ccc(Cl)cc3)c2c(=O)[nH]1)CC(C)O (stereo not drawn)
    1	-2	1
81	Cc1ccc(C(CN2CCOCC2)NS(=O)(=O)c2cc(Cl)ccc2Cl)cc1 (stereo not drawn)
    -5	7	nt
82	CCCCN(CC(=O)N(CCc1c[nH]c2ccccc12)Cc1ccc(F)cc1)C(=O)Nc1cccc(C)c1
    -7	19	-5
83	O=S(=O)(c1cccc2cccnc12)N1CCC(c2nc(-c3ccc(Cl)cc3F)no2)CC1
    2	-2	0
84	CN1C(=O)C(=Cc2ccccc2OCc2ccc(F)cc2)C(=O)N(C)C1=O
    -4	6	-6
85	O=C(C1CCC1)N1CCC(Cc2ccc(C(F)(F)F)cc2)CC1
    -4	0	-7
86	CN1CCC2(CC1)CN(C(=O)c1ccc(Oc3ccccc3)o1)CCN2C
    1	16	nt
87	CC(=O)NCCc1cc2c(cc1CC#N)OCO2
    -1	-1	nt
88	Cc1cc(NC(=O)C(=O)N2CCN(C3Cc4ccccc4C3)CC2)no1
    -5	7	-17
89	O=C(Cc1ccccc1Br)N(CC1CCOC1)C1CC1 (stereo not drawn)
    5	0	nt
90	Cc1[nH][nH]c(=O)c1C(c1cc2c(cc1Br)OCO2)c1c(C)[nH][nH]c1=O
    9	1	nt
91	O=S(CCN1CCCN(c2nccs2)CC1)c1ccccc1 (stereo not drawn)
    -6	2	nt
92	Cc1noc(C)c1C(=O)N1CCN(Cc2cc(=O)c(OCc3ccc(F)cc3)co2)CC1
    -9	2	-7
93	COc1cccc(C(=O)N2CCC2(C)C(=O)O)c1 (stereo not drawn)
    -14	0	nt
94	COc1ccc(S(=O)(=O)NCC2CCCO2)cc1N1CCN(C(=O)c2cc3ccccc3s2)CC1 (stereo not drawn)
    -11	6	-7
95	O=C(c1cc2n(n1)CCN(Cc1c(F)cccc1Cl)C2=O)N1CCC(n2c(=O)[nH]c3ccccc32)CC1
    0	12	-4
96	FC(F)(F)CCc1ccnc(NC2CCOC2)n1 (stereo not drawn)
    -7	17	nt
97	CCCCC(CC)C(=O)N1CCc2ccccc2C1c1ccccc1F (stereo not drawn)
    -13	15	-2
98	Cc1noc(C)c1S(=O)(=O)N1CCCN(C(=O)C2=Cc3cc(Cl)ccc3OC2)CC1
    7	-4	nt
99	CN(C)c1ncccc1CNC(=O)Cc1ccc(O)c(F)c1
    -1	0	nt
100	CC(C)N1CCNC(=O)C1CC(=O)NC1CCN(Cc2ccccn2)CC1 (stereo not drawn)
    -4	27	nt
101	Cc1ccc2cccc(OC(=O)c3ccco3)c2n1
    6	1	nt
102	Cc1cc([N+](=O)[O-])nn1CC(=O)Nc1cc(Oc2cccnc2)cc([N+](=O)[O-])c1
    -6	4	-5
103	O=C(Cn1nc(-c2ccco2)oc1=O)Nc1ccc(C(F)(F)F)cc1
    -1	1	-6
104	Cc1cccc(C)c1OCC(O)Cn1cnc2cc(F)ccc2c1=O (stereo not drawn)
    -12	5	nt
105	O=C(NC1CC1)c1cn(C2CCN(C(=O)Cn3cccn3)CC2)nn1
    -1	-1	-10
106	Cc1nn(C2CCS(=O)(=O)C2)c(C)c1C=Cc1nc2ccccc2o1 (stereo not drawn)
    -6	9	nt
107	O=C(CCN1C(=O)NC2(CCCC2)C1=O)N1CCN(S(=O)(=O)c2cccs2)CC1
    -6	15	nt
108	Cc1ccsc1[C@@H]1CCN(C2CC=CC2)C[C@H]1O
    -3	nt	-12
109	CCc1ccc(C(=O)Nc2ccc(Br)cc2)s1
    -15	4	nt
110	CCc1noc(C(C)N2CCOC(Cn3cncn3)C2)n1 (stereo not drawn)
    -7	3	nt

Bioassay records (PubChem)
